# Source: PubChem
# TNFa cytotox: HUVEC cytotoxicity counter-screen, TNF alpha stimulated; HUVEC TNFalpha-stimulated, Hoechst cell count, imaging; cell count reduction, % at 2 µM; 0.17% of 93,000 active;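 active = cell count reduction exceeding the screen mean by over 5 SD, scaled to untreated wells per plate, cut at about 78% in these data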;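 note: cells counted after 24 h of TNF alpha exposure following the 1 h pretreatment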
# Calb biofilm kill: kills Candida albicans biofilms | 0.14% of 85,000 active | inhibition, % at 6 µM | C. albicans biofilm + clotrimazole, Alamar Blue;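 active = inhibition above 20%; inactive = inhibition below 20%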;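 note: preformed 24 hr biofilms exposed to compound for 48 hr; 0% = biofilm without compound and 100% = blank killed by clotrimazole plus chlorhexidine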
# hDAT+cocaine: modulates human dopamine transporter uptake under cocaine; Q01959; LLC-PK1 hDAT cells, [14C]-dopamine uptake with cocaine IC80; actives deviate in either direction; B-score at 10 µM; 1.3% of 110,000 active; AID 449768;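 active = Z score or B-score, a plate-position-corrected score, falls beyond the plate's 99.7% confidence bounds, in either direction; inactive = both scores lie inside the 99.7% bounds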;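 note: scored against the spread of the other compound wells on the same plate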
# VCAM1 TNFa inh: reduces TNF alpha induced VCAM1 expression in HUVEC. HUVEC TNFa-induced VCAM-1 immunofluorescence, high-content imaging. inhibition, % at 2 µM. 0.48% of 95,000 active;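 active = inhibition above the batch mean plus 3 SD, with images confirmed as a hit by eye, cut at about 37% in these data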;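 note: 0% = TNF-stimulated DMSO wells and 100% = unstimulated control wells; not every result past the cut was called active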
# CYP2C9 inhib: human CYP2C9 inhibition. AID 777. CYP2C9 Supersomes, luciferin-H conversion, luminescence. P11712. inhibition, % at 5 µM. 20% of 96,000 active;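 active = blocking of liver enzyme CYP2C9 beyond about 50% at 5 µM, limit read from the data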; note: values of inactives mirror those of a sister screen read the other way
# Target sequence (P11712 whole entry, looked up): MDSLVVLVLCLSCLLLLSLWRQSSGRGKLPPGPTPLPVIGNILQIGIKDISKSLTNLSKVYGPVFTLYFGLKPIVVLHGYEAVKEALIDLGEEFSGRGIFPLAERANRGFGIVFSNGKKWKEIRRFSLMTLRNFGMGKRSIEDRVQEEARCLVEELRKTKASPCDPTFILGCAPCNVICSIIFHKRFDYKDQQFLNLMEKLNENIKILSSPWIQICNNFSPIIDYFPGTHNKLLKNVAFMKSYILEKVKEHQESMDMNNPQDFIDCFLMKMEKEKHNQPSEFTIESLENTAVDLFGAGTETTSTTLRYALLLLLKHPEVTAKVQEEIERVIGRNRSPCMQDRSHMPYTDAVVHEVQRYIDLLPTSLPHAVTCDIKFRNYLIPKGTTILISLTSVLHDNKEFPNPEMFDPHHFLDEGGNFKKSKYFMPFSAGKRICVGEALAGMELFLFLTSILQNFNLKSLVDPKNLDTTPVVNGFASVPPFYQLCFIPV
# CYP2C19 inh: blocks human cytochrome P450 2C19; 21% of 96,000 active; inhibition, % at 5 µM; CYP2C19 Supersomes, luciferin-H EGE luminescence, 30 min;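 active = CYP2C19 inhibition above a set limit at 5 µM in the primary screen, cut at about 50% in these data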;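 note: plate controls were negative control wells for no effect and 2.5 mM tranylcypromine positive control for full effect; values of inactives mirror those of a sister screen read the other way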
# Target sequence (P33261 whole entry, looked up): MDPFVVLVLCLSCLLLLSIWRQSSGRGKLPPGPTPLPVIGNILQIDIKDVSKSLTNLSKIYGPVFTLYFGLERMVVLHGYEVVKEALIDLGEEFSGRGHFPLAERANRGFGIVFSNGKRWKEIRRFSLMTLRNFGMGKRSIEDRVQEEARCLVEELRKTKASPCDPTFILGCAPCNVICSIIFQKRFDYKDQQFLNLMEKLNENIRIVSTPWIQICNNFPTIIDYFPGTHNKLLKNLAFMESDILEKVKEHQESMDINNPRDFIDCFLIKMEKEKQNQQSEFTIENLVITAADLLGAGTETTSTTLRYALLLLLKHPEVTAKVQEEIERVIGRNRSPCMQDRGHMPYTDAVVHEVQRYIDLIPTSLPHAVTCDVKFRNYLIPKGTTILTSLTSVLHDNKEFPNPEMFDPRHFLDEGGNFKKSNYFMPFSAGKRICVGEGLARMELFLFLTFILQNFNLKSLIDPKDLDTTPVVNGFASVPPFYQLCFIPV
# IL1B cytotox: HUVEC cytotoxicity counter-screen, IL-1B stimulated | HUVEC cell count loss, Hoechst imaging | cell count reduction, % at 2 µM | 0.41% of 94,000 active | AID 845;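 active = cell count reduction more than 3 SD above the screen-wide mean, cut at about 70% in these data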;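 note: normalized per plate to untreated control cells as the no-loss baseline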
# CYP2C9 act: activators of human CYP2C9. activation factor at 5 µM. P11712. 1.4% of 96,000 active. recombinant CYP2C9, luciferin-H conversion, luminescence; active compounds read high; factor 1 = untreated enzyme, 0 = blocked;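 active = activation factor of 2 or more for CYP2C9 at a 5 µM dose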;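 note: 0 = sulfaphenazole-blocked wells and 1 = vehicle-only wells; values of inactives mirror those of a sister screen read the other way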
# CYP2C19 act: activators of human cytochrome P450 2C19 | 96,000 tested, under 10 active | AID 1025 | activation factor at 5 µM | P33261 | recombinant CYP2C19, luciferin-H EGE luminescence; active compounds read high; 0 = fully inhibited enzyme, 1 = untreated enzyme;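 active = activation factor of at least 2 at 5 µM in the primary screen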;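 note: 0 = wells with 2.5 mM tranylcypromine and 1 = vehicle-only wells; values of inactives mirror those of a sister screen read the other way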
# Starred values were filed as active, the others as inactive; / = not tested or not shown. Rows were taken by chance. Share with any hit: about 29%.
Molecule	Calb biofilm kill	IL1B cytotox	VCAM1 TNFa inh	CYP2C9 act	CYP2C9 inhib	TNFa cytotox	CYP2C19 inh	CYP2C19 act	hDAT+cocaine
Cc1ccc(Nc2nc(N)nc(CN3CCN(C)CC3)n2)cc1	6	33	17	1.3	-29	-10	-19	1.2	0.14
Nc1nc(-c2ccc(Br)s2)c(Br)s1	-5	12	-17	0.9	8	10	-8	1.1	-0.27
N#CCc1nc(CSc2nc3ccccc3o2)cs1	4	-1	13	1	4	-4	45	0.6	0.28
COc1ccc(NC(=O)Nc2cc(C)ccc2OC(F)F)c(OC)c1	4	-16	12	0.7	30	-1	33	0.7	0.47
Cc1ccc(SC(C)c2nc(-c3cccnc3)no2)cc1 (stereo unspecified)	5	-9	15	0.2	82*	-30	67*	0.3	-0.15
O=C(c1c(Cl)nc2sccn12)N1CCN(c2cccc(Cl)c2)CC1	5	-7	18	0.3	69*	-28	83*	0.2	0.31
Cn1c(=O)cc(SCC(=O)NCc2ccco2)c2ccccc21	5	-5	13	1.4	-38	-3	4	1	0.71
O=C(OCC(=O)N1CCN(C(=O)c2ccco2)CC1)c1ccccc1Cc1ccccc1	-6	16	-5	0.7	32	-4	24	0.8	0.1
CC(NC(=O)C1CCC1)c1ccc2c(c1)OCO2 (stereo unspecified)	-1	/	/	0.7	30	/	51*	0.5	-0.029
Cc1nc2cc(NC(=O)N3CCN(c4ccccn4)CC3)ccc2o1	5	-22	3	0.9	8	-20	-3	1	1.1
Cn1nc(CC(=O)NCc2ccc(C(F)(F)F)cc2)c2ccccc2c1=O	-2	-84	-5	1.1	-13	-10	18	0.8	-0.4
O=C(CSCc1nc2ccccc2[nH]1)Nc1ccc2ccccc2c1	/	48	-14	0.4	58*	7	32	0.7	-0.0017
COc1cc(-c2nnc(Cn3cc(C(F)(F)F)ccc3=O)o2)cc(OC)c1OC	2	5	-3	0.9	12	-11	9	0.9	-0.32
CCOc1cc(NC(=S)Nc2cccc(OC)c2)c(OCC)cc1NC(=O)C1CC1	/	14	4	0.6	36	-1	18	0.8	0.77
NS(=O)(=O)c1ccc(Cc2ncc(C(F)(F)F)cc2Cl)s1	3	-1	12	0.9	6	-18	7	0.9	-1.2
c1ccc2c(c1)sc1nnnn12	8	6	7	1	1	-32	1	1	/
C=CCN(C(=O)CNC(=O)c1ccco1)C(C(=O)NC1CCCCC1)c1ccccc1 (stereo unspecified)	8	10	-3	0.3	70*	-29	83*	0.2	0.049
COc1cccc(SCc2noc(C(=O)NC(C)C)c2C(=O)O)c1	/	-14	11	0.4	61*	-10	11	0.9	0.029
CC(C)(O)/C=C1/Oc2ccccc2C1N1CCCCC1 (stereo unspecified)	-1	-4	-17	0.8	17	-5	25	0.7	0.32
O=C1C(c2ccccc2)C(c2ccccc2)NC(c2ccccc2)C1c1ccccc1 (stereo unspecified)	/	-37	-11	0.9	12	-10	-5	1.1	-0.36
Cc1ccc(NNS(=O)(=O)c2ccc(C)cc2)cc1	/	10	-15	1.8	-82	0	-9	1.1	-0.044
C/C(N)=C(/C#N)C(=O)COC(=O)CCSc1ccccc1Cl	/	-4	-12	1	0	-8	64*	0.4	1.3
N#Cc1c2c(c(NCc3cccnc3)n3c1nc1ccccc13)CCC2	0	6	3	0.7	34	-6	-3	1	0.85
CC(C)CCOc1ccc(NC(=O)C2OC3OC(C)(C)OC3C3OC(C)(C)OC23)cc1 (stereo unspecified)	/	4	21	1	-2	3	-7	1.1	-1.7
CCCCn1c(SCC(=O)N2CCCC2)nnc1-c1ccccc1	/	-15	8	1	1	0	52*	0.5	1.4
O=C(Nc1ccc2c(c1)OCO2)Nc1ccc(Br)cn1	4	-1	-7	0.9	10	-2	12	0.9	1.1
CCC(C)NC(=O)c1cc(CC(C)C)on1 (stereo unspecified)	4	-23	3	1	-1	-12	-3	1	0.024
CC(C)(C)n1ncc2c(=O)n(CC(=O)N3CCN(c4ccccc4)CC3)cnc21	4	-7	17	1	1	-10	-1	1	-0.19
CC(C)Cn1cnc2c(c(-c3ccccc3)c(-c3ccccc3)n2Cc2ccco2)c1=N	11	-25	2	0.7	32	11	20	0.8	-0.18
O=C(O)C1CCCN(S(=O)(=O)c2ccc(Cl)s2)C1 (stereo unspecified)	4	-27	-12	0.9	10	-2	1	1	0.36
Cc1c(Br)c(C(F)(F)F)nn1CC(=O)NCCN1CCOCC1	8	21	-4	1.1	-13	-22	5	0.9	-1.7
Cc1ccc(C(=O)c2cc(C)sc2NC(=O)CN2CCN(C(=O)c3ccco3)CC2)cc1	8	-100	-6	0.6	43	-4	43	0.6	-0.72
Fc1cccc(-c2cc3nc(-c4ccccc4)cc(N4CCC5(CC4)OCCO5)n3n2)c1	8	-33	13	/	/	-37	/	/	-0.066
Clc1ccc(-c2cc(COc3ccccc3)no2)cc1Cl	/	-21	8	1	-1	2	10	0.9	/
COC(=O)CSc1nnc(CNC(=O)Cc2ccccc2)n1-c1ccccc1OC	1	1	0	1.1	-12	-10	-11	1.1	0.75
CCOC(=O)CC(C(=O)OCC)P(=O)(c1ccccc1)c1ccccc1 (stereo unspecified)	8	/	/	1	-3	/	1	1	1.2
CSc1oc(-c2ccco2)nc1S(=O)(=O)c1ccccc1	11	11	13	2.9*	-193	82*	27	0.7	-1.5
CC(C)NC(=O)c1ccc2c(c1)N(CC(=O)N1CCOCC1)C(=O)C(C)(C)O2	7	-7	7	0.8	15	-32	8	0.9	-0.15
CCN(CC)CCn1c(=S)[nH]c2cc(Cl)ccc2c1=O	6	-5	24	1	5	-7	5	0.9	0.68
Cc1cc(C)c(C#N)c(SCCS(=O)(=O)c2ccc(C(C)(C)C)cc2)n1	4	-141	8	0.1	89*	-9	70*	0.3	-0.013
COc1ccc(/C(O)=C2\C(=O)C(=O)N(Cc3ccco3)C2c2ccc(OC)cc2OC)cc1 (stereo unspecified)	8	-9	-10	0.8	22	-11	3	1	/
Fc1ccc2c(Cl)c(-c3nnc(-c4cccs4)o3)sc2c1	4	/	/	1.2	-15	/	-8	1.1	-0.092
CCOc1cc(C2C(C(=O)c3ccco3)=C(O)C(=O)N2CCc2ccccc2)ccc1O (stereo unspecified)	-7	12	12	0.7	34	-18	-6	1.1	-2.6
COc1ccc(C2CC(=O)C(C=NCCO)=C(O)C2)cc1OC (stereo unspecified)	-3	5	24	1.1	-10	-15	-8	1.1	0.67
CCOCCc1nnc(NC(=O)CSc2ccccc2)s1	1	-9	-30	0.9	15	/	19	0.8	0.12
COc1ccc(CNc2nc(NCc3ccc(OC)cc3)n(C(C)=O)n2)cc1	4	9	3	0.8	15	14	-6	1.1	-0.25
Cc1nc(=O)c(-c2ccccc2)c(C)n1CCO	3	-1	-4	1.1	-6	-15	-2	1	-0.79
C=CCn1c(CCNC(=O)c2cccs2)nnc1SCC(=O)c1ccc(Br)cc1	-1	-5	18	0.3	72*	-13	51*	0.5	0.56
COc1ccccc1C(=O)Nc1nnc(C)s1	/	1	-5	0.7	28	-9	4	1	0.021
O=C1C2C(c3ccccc3)C=CC(c3ccccc3)C2C(=O)N1CCCO (stereo unspecified)	5	-13	22	0.2	82*	-11	82*	0.2	-0.041

# Of the compounds above, 2 have an NH in an aromatic ring.
Molecule	Calb biofilm kill	IL1B cytotox	VCAM1 TNFa inh	CYP2C9 act	CYP2C9 inhib	TNFa cytotox	CYP2C19 inh	CYP2C19 act	hDAT+cocaine
O=C(CSCc1nc2ccccc2[nH]1)Nc1ccc2ccccc2c1	/	48	-14	0.4	58*	7	32	0.7	-0.0017
CCN(CC)CCn1c(=S)[nH]c2cc(Cl)ccc2c1=O	6	-5	24	1	5	-7	5	0.9	0.68

# Later entries.
Molecule	Calb biofilm kill	IL1B cytotox	VCAM1 TNFa inh	CYP2C9 act	CYP2C9 inhib	TNFa cytotox	CYP2C19 inh	CYP2C19 act	hDAT+cocaine
COC(=O)C1C2C=CC3(CN(Cc4ccco4)C(=O)C13)O2 (stereo unspecified)	-1	14	-1	1.2	-17	-8	-18	1.2	0.57
CC1CCCC(C)N1CCNC(=O)CCn1nc(-c2ccccc2)ccc1=O (stereo unspecified)	4	-6	8	1	-5	6	-16	1.2	/
COc1ccc(NC2c3ccccc3C(=O)N2c2ccccn2)cc1Cl (stereo unspecified)	2	0	12	0.4	61*	-4	76*	0.2	-0.11
Cc1ccc(C(=O)Nc2ccc(S(=O)(=O)N3CCc4ccccc43)cc2)o1	7	-8	20	0.3	74*	4	32	0.7	0.82
CCC1(c2ccc(F)cc2)NC(=O)N(CC(=O)c2ccc[nH]2)C1=O (stereo unspecified)	/	13	11	1.1	-8	3	1	1	0.49
CCN1CCN(Cc2ccc(NC(=O)Nc3ccccc3Cl)cc2)CC1	10	/	/	0.9	10	/	-10	1.1	0.041
CCOC(=O)Cc1nn(CCc2ccccn2)c(=O)c2ccccc12	3	4	10	1	1	-62	25	0.7	-0.073
O=C(NC(=S)Nc1ccc(Oc2ccc(Cl)cc2)cc1)c1ccccc1	/	37	-2	0.7	31	-24	8	0.9	-1
COc1ccc(C(=O)N=c2nc3ccccn3s2)cc1	5	/	/	0.7	33	/	65*	0.4	0.2
Cc1ccc(-c2[nH]c3ccccc3c2C(C[N+](=O)[O-])c2ccco2)cc1 (stereo unspecified)	4	6	2	1	1	-2	-11	1.1	-0.81
Cc1cc2nc(C)n(CCCN)c2cc1C	4	-19	5	0.9	9	21	-5	1	0.48
CCCn1c(SCc2ccon2)nc2ccccc2c1=O	1	23	13	0.2	83*	2	85*	0.1	-2.3
COc1ccc(C2=NOC(C(=O)N3CCN(c4ccccc4OC)CC3)C2)cc1 (stereo unspecified)	8	-2	1	0.8	22	-14	8	0.9	-1.1
COc1cc(/C=N/NC(=O)CSc2cc(C)c(Br)cc2C)ccc1O	/	-17	-1	0.2	76*	-13	5	1	0.015
COc1cc(OC)c(NC(=O)CCc2nc(-c3ccc(C)cc3)no2)cc1Cl	5	-7	14	0.2	78*	1	48	0.5	0.86
COc1ccc(/C=C/c2nc3sc4c(c3c(=O)o2)CCC4)cc1	8	23	4	/	/	-14	/	/	0.79
CCOC(=O)C1=C(CN2CCOCC2)NC(=O)NC1c1cc(C)ccc1C (stereo unspecified)	5	20	1	0.7	26	-9	23	0.8	0.044
CCCOc1ccc(Cn2c(C)nc([N+](=O)[O-])c2SCC(O)COC)cc1[N+](=O)[O-] (stereo unspecified)	2	0	-6	0.6	43	-5	42	0.6	-0.091
CCCCOc1ccc(C2(C(=O)O)CCCC2)cc1	8	17	4	0.6	39	-9	48	0.5	-0.16
O=C(COc1ccc2ccccc2c1)NCCn1ccc2ccccc21	6	13	4	0.5	48	-18	44	0.6	0.12
Cn1nnc(NC(=O)CSc2ncn[nH]2)n1	10	0	32	0.9	6	/	-2	1	-1.2
O=C(NCCCCc1ccccc1)C12CN(Cc3ccccc3)CC1C(c1ccc([N+](=O)[O-])cc1)=NO2 (stereo unspecified)	/	-7	-3	0.4	58*	-8	78*	0.2	-0.0094
COC(=O)c1ccccc1NC(=O)C1CCCN(S(=O)(=O)c2ccc(OC)cc2)C1 (stereo unspecified)	-3	-44	-5	0.3	73*	-13	54*	0.5	-0.024
COCCn1c(SCC(=O)Nc2ccc(NC(=O)c3ccco3)c(OC)c2)nc2ccccc2c1=O	-1	10	0	0.8	21	-12	-2	1	-0.18
